Bioassay records deposited in PubChem BioAssay by several laboratories.
IL1B NFkB pot – enhances IL-1B driven NFkB nuclear translocation. HUVEC IL-1B NFkB p65 nuclear translocation imaging. activation, % at 2 µM. 94,000 compounds, 0.3% hits;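 active = activation above 40%, about the mean plus 3 SD, also judged a hit on visual image review; inconclusive = activation above 40% but not a hit on visual review; inactive = activation not above 40% and no visual hit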;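 also: percent activation is computed from the nuclear over cytoplasmic p65 intensity ratio; values of inactives mirror those of a sister screen read the other way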
IL1B NFkB inh – blocks IL-1B driven NFkB nuclear translocation in HUVEC cells. HUVEC IL-1B NFkB p65 nuclear translocation imaging. inhibition, % at 2 µM. 94,000 compounds, 0.43% hits. AID 796;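 active = inhibition above about 30% together with a positive call from visual inspection of the well image, limit read from the data; inconclusive = inhibition above a set limit but visual check negative; inactive = inhibition not above a set limit, visual check negative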;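 also: nuclear over cytoplasmic p65 intensity ratio measured by imaging; 0% = IL-1B stimulated DMSO wells and 100% = unstimulated DMSO wells; values of inactives mirror those of a sister screen read the other way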
MRP reversal – reverses drug resistance mediated by MRP. H69AR cells + 2 uM doxorubicin, CellTiter-Glo, 72 h. differential viability (reversal), % at 10 µM. 85,000 compounds, 0.04% hits. AID 602;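 active = viability drop by adding the cancer drug above about 55%, with treated viability meeting a 40% cutoff, limit read from the data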;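 also: viability without doxorubicin minus viability with 2 µM doxorubicin for each compound; larger differential means the compound sensitizes cells more to doxorubicin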
Bcl-B displacement – displacers of TR3 peptide from Bcl-B, primary screen, selectivity assay for Bfl-1 inhibitor project, biochemical, fluorescence polarization | FP displacement of FITC-TR3 peptide from Bcl-B; higher % means a stronger effect | one-dose displacement, % at 20 µM; IC50 in µM for titrated hits | 96,000 compounds, 0.11% hits | AID 748;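 active = displacement above 50% at 20 µM plus a fluorescence interference ratio under 1.5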;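 also: plate controls were wells without compound for no effect and wells lacking Bcl-B protein for full effect; a part of the inactive calls stands beside numbers as strong as those of hits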
PLAP inhibition – PLAP enzyme inhibitors, biochemical, luminescence, HTS (AID 690) | purified PLAP, luminescent substrate; higher % means a stronger effect | 96,000 compounds, 0.08% hits | inhibition, % at 20 µM; hits with a dose series show IC50 in µM; in the data active = a potency from the dose series; inactive = the rest, 99 in 100 with inhibition below about 30%; also: strong numbers were not always called active
MRP reversal cytotoxicity – also measured in MRP reversal; calls as there; viability, %; H69AR cells, CellTiter-Glo, 72 h; measured here: cytotoxicity without doxorubicin
MRP reversal with doxorubicin – second read-out of MRP reversal, no call of its own (marks repeat the call); viability, %; measured here: viability with 2 uM doxorubicin; hits give low values
IL1B NFkB inh cell count 2 µM – recorded beside IL1B NFkB inh, whose call it bears; cell count; measured here: cells passing quality filter;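 raw number of nuclei counted in each imaged well without normalization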
IL1B NFkB pot cell count 2 µM – further read-out of IL1B NFkB pot, marked with its call; cell count; measured here: cells passing quality filter
An asterisk follows results filed as active; ? = inconclusive; . = no result given. The list is partial; count on the stated rates, not on these rows.

Under each structure: IL1B NFkB pot | IL1B NFkB pot cell count 2 µM | IL1B NFkB inh | IL1B NFkB inh cell count 2 µM | MRP reversal | MRP reversal cytotoxicity | MRP reversal with doxorubicin | Bcl-B displacement | PLAP inhibition
CCC(=O)NC(Nc1nc2ccc(C)cc2s1)(C(=O)OC)C(F)(F)F (configuration not stated)
  -3 | 60 | 3 | 60 | -15 | 82 | 97 | -2% | -15%
O=c1cc(N2CCc3ccccc3C2)[nH]c(=O)n1C1CCCCC1
  . | . | . | . | -24 | 56 | 81 | 0% | -5%
COc1cc(C(=O)NCCCN2CCCC2=O)cc(OC)c1OC
  16 | 175 | -16 | 175 | 2 | 102 | 100 | 5% | 13%
Cn1c(=O)cc(OCCCC(=O)NCCCN2CCN(Cc3ccccc3)CC2)c2ccccc21
  -9 | 148 | 9 | 148 | 28 | 84 | 57 | 15% | -66%
Cc1c(-c2cccs2)[n+](=O)c2c(n1[O-])CCCCC2
  16 | 120 | -16 | 120 | 18 | 100 | 82 | -2% | -25%
COc1ccc(CN2CCCC2C(=O)Nc2ccc(OC)c(OC)c2)cc1OC (configuration not stated)
  ? | . | -45 | 110 | 6 | 87 | 82 | 1% | -19%
c1cn2cc(-c3ccc4c(c3)OCO4)nc2s1
  8 | 112 | -8 | 112 | 12 | 88 | 76 | 6% | -7%
Cc1ccc(C(=O)NNC(=O)C2CCN(Cc3ccc(Cl)c(Cl)c3)CC2)cc1
  -12 | 114 | 12 | 114 | . | . | . | 2% | -11%
O=C(NC1CCCCCCC1)c1ccc(S(=O)(=O)N2CCCC2)cc1
  1 | 171 | -1 | 171 | -7 | 88 | 95 | 12% | -20%
CCOC(=O)c1oc2ccc(OC)cc2c1NC(=O)CN1CCN(C)CC1
  5 | 159 | -5 | 159 | 16 | 75 | 59 | 2% | -78%
O=C(NNS(=O)(=O)c1ccc([N+](=O)[O-])cc1)c1cnn(-c2ccccc2)c1-n1cccc1
  10 | 148 | -10 | 148 | . | . | . | . | .
CC1CCN(S(=O)(=O)c2cccc(C(=O)NCc3ccco3)c2)CC1
  28 | 105 | -28 | 105 | 30 | 106 | 76 | . | .
CCCc1cc(=O)n2[nH]c(-c3ccco3)nc2n1
  -1 | 179 | 1 | 179 | -3 | 97 | 100 | -2% | 22%
CN1CCN(CC(O)COc2ccc(OCC(O)CN3CCN(C)CC3)cc2)CC1 (configuration not stated)
  15 | 114 | -15 | 114 | -8 | 88 | 96 | . | .
CS(=O)(=O)N(CC(=O)NCCSCc1c(F)cccc1Cl)c1ccc2c(c1)OCO2
  16 | 127 | -16 | 127 | -1 | 73 | 74 | 0% | -57%

(cont.)
Under each structure: IL1B NFkB pot | IL1B NFkB pot cell count 2 µM | IL1B NFkB inh | IL1B NFkB inh cell count 2 µM | MRP reversal | MRP reversal cytotoxicity | MRP reversal with doxorubicin | Bcl-B displacement | PLAP inhibition
O=C(NC12CC3CC(CC(C3)C1)C2)c1cncc(O)c1
  5 | 142 | -5 | 142 | -6 | 80 | 85 | -2% | 19%
COc1ccc2nc(NCCO)[nH]c2c1
  17 | 120 | -17 | 120 | -3 | 91 | 94 | 2% | -20%
CSCC[C@H](NC(=O)OC(C)(C)C)c1nnc(SCc2cccc(F)c2)o1
  -6 | 104 | 6 | 104 | . | . | . | 2% | -62%
O=C(Cc1sc(-c2ccccc2)nc1-c1ccccc1)Nc1ccc(Cl)cc1
  . | . | . | . | 1 | 20 | 19 | 8% | 15%
O=C(Nc1ccccc1-c1nnn(CC(=O)N2CCCc3ccccc32)n1)c1ccco1
  -6 | 175 | 6 | 175 | 3 | 67 | 64 | -4% | -58%
Cc1oc(-c2ccc(Cl)cc2)nc1CN1CCCC(C(=O)N2CCN(C(=O)c3ccco3)CC2)C1 (configuration not stated)
  . | . | . | . | 1 | 87 | 86 | -10% | -46%
COCCSc1ccccc1C(=O)Nc1nnc(C)s1
  18 | 124 | -18 | 124 | 1 | 93 | 92 | -12% | 0%
CCOc1ccccc1Nc1nc2ccccc2[nH]1
  10 | 127 | -10 | 127 | -2 | 71 | 73 | -7% | 29%
Cc1csc(SCc2ccc(C(=O)O)cc2)n1
  -17 | 158 | 17 | 158 | . | . | . | 6% | -2%
Cn1nc(C(=O)Nc2sccc2C(N)=O)ccc1=O
  0 | 123 | 0 | 123 | 15 | 103 | 88 | 44% | -39%
CN(C)C(=O)N1CCCC(C(=O)NCCc2ccccc2)C1 (configuration not stated)
  1 | 80 | -1 | 80 | -18 | 80 | 98 | 12% | -10%
COc1ccc(C)cc1Cn1c(S(C)(=O)=O)nc2ccccc21
  26 | 127 | -26 | 127 | 45 | 101 | 56 | -5% | -50%
CC1CCN(C(=O)COc2ccccc2F)CC1
  . | . | . | . | -4 | 98 | 102 | 2% | -6%
CS(=O)(=O)N1Cc2ccccc2CC1C(=O)OCC(=O)Nc1ccc2ccccc2c1 (configuration not stated)
  4 | 153 | -4 | 153 | . | . | . | 1% | 8%
O=C(c1ccc(S(=O)(=O)Nc2ccc(F)cc2)cc1)N1CCN(C(=O)c2ccco2)CC1
  3 | 96 | -4 | 96 | -13 | 98 | 112 | 3% | -67%

Some values from the results shown:
In MRP reversal cytotoxicity, COCCSc1ccccc1C(=O)Nc1nnc(C)s1 is entered as 93
In MRP reversal cytotoxicity, CN(C)C(=O)N1CCCC(C(=O)NCCc2ccccc2)C1 (configuration not stated) is entered as 80
In IL1B NFkB pot, CCOc1ccccc1Nc1nc2ccccc2[nH]1 is entered as 10

Three structures out of the list, arranged by molar mass, smallest number first.
Under each structure: IL1B NFkB pot | IL1B NFkB pot cell count 2 µM | IL1B NFkB inh | IL1B NFkB inh cell count 2 µM | MRP reversal | MRP reversal cytotoxicity | MRP reversal with doxorubicin | Bcl-B displacement | PLAP inhibition
CN(C)C(=O)N1CCCC(C(=O)NCCc2ccccc2)C1 (configuration not stated)
  1 | 80 | -1 | 80 | -18 | 80 | 98 | 12% | -10%
O=C(Nc1ccccc1-c1nnn(CC(=O)N2CCCc3ccccc32)n1)c1ccco1
  -6 | 175 | 6 | 175 | 3 | 67 | 64 | -4% | -58%
Cc1oc(-c2ccc(Cl)cc2)nc1CN1CCCC(C(=O)N2CCN(C(=O)c3ccco3)CC2)C1 (configuration not stated)
  . | . | . | . | 1 | 87 | 86 | -10% | -46%

Further entries follow:
Under each structure: IL1B NFkB pot | IL1B NFkB pot cell count 2 µM | IL1B NFkB inh | IL1B NFkB inh cell count 2 µM | MRP reversal | MRP reversal cytotoxicity | MRP reversal with doxorubicin | Bcl-B displacement | PLAP inhibition
Cc1ccc(C(=O)NC(=S)Nc2ccccc2C(F)(F)F)cc1C
  3 | 142 | -3 | 142 | . | . | . | -4% | 42%
COC(=O)c1ccccc1COn1c(=O)c(C)[n+]([O-])c2ccccc21
  -10 | 154 | 10 | 154 | 22 | 96 | 74 | -6% | 26%
Cc1cccc(OCCCSc2nc3ccc(C)cc3[nH]2)c1
  -8 | 117 | 8 | 117 | . | . | . | -4% | -21%
CC(C)(C)N(NC(=O)c1ccccc1)C(=O)c1cccc(C(=O)N(NC(=O)c2ccccc2)C(C)(C)C)c1
  -4 | 95 | 4 | 95 | . | . | . | -6% | -2%
O=C(CSc1nc2ccsc2c(=O)n1NC(=O)c1ccccc1)NCc1ccco1
  -8 | 73 | 10 | 73 | 6 | 89 | 83 | 1% | 5%
CCN(CC)CCN1C(=O)C(O)=C(C(=O)c2cccs2)C1c1ccccn1 (configuration not stated)
  5 | 205 | -5 | 205 | -5 | 97 | 101 | 0% | -25%
COc1cc(OC)nc(NC(=O)C(C)C)n1
  6 | 62 | -6 | 62 | -4 | 94 | 98 | -2% | 5%
Cc1c(Nc2nc3ccccc3nc2N2CCN(c3ccccc3)CC2)c(=O)n(-c2ccccc2)n1C
  21 | 188 | -21 | 188 | 11 | 86 | 75 | -10% | -93%
Cc1ccc(S(=O)(=O)N2CCC(C(=O)N[C@@H](C)C(=O)NC3CCCCC3)CC2)cc1
  . | . | . | . | 8 | 100 | 92 | 7% | 7%
O=C(Oc1ccc(-c2cnc3ccccc3n2)cc1)c1cccc([N+](=O)[O-])c1
  -4 | 113 | 4 | 113 | . | . | . | 2% | -3%
C=CCOc1nc2c(c(=O)n(Cc3ccc(Cl)cc3)c(=O)n2C)n1C
  . | . | . | . | 4 | 73 | 69 | 7% | 3%
CN1CCN(CC#CCC(O)(c2ccccc2)C2CCCC2)CC1 (configuration not stated)
  -8 | 148 | 8 | 148 | 8 | 103 | 95 | . | .
COc1cccc(OCC(O)CN2C(C)CCCC2C)c1 (configuration not stated)
  0 | 152 | 0 | 152 | . | . | . | 0% | 27%
Cc1nnc(N2CCCCC2)c2ccccc12
  7 | 120 | -7 | 120 | 9 | 107 | 97 | -2% | 12%
CCOCCCNC(=O)C1CCN(S(=O)(=O)c2c(C)noc2/C=C\c2ccc(OC)cc2)CC1
  5 | 141 | -5 | 141 | -3 | 37 | 40 | . | .

Further records
Under each structure: IL1B NFkB pot | IL1B NFkB pot cell count 2 µM | IL1B NFkB inh | IL1B NFkB inh cell count 2 µM | MRP reversal | MRP reversal cytotoxicity | MRP reversal with doxorubicin | Bcl-B displacement | PLAP inhibition
C=CCOc1cccc(C2/C(=C(/O)c3ccc(F)cc3)C(=O)C(=O)N2CCN2CCOCC2)c1 (configuration not stated)
  2 | 112 | -2 | 112 | -5 | 89 | 94 | 1% | -42%
Cc1sc(NC(=O)C(C)C)c(C(=O)Nc2ccccc2)c1C
  14 | 124 | -14 | 124 | . | . | . | 2% | -8%
Cc1ccc(S(=O)(=O)C2(C(=O)Nc3cccc(F)c3)CC2)cc1
  . | . | . | . | -2 | 101 | 103 | -2% | 19%
COc1ccc(NC(=S)N/N=C2/CCCc3c(C)cc(C)cc32)cc1
  10 | 136 | -10 | 136 | . | . | . | -7% | 10%
O=C(Nc1nccs1)c1ccc(COc2ccccc2Br)o1
  22 | 126 | -22 | 126 | -34 | 46 | 80 | 1% | -16%
CCCCc1ccc(-c2ccc(Br)cc2)nc1
  14 | 101 | -14 | 101 | -6 | 82 | 88 | . | .
Cc1cc(OCC(F)(F)C(F)(F)C(F)(F)C(F)(F)C(F)(F)C(F)F)nc(N)n1
  -6 | 176 | 6 | 176 | -8 | 91 | 99 | -2% | -22%
Cc1cc(SCC(=O)N/N=C/c2ccc(O)c(O)c2O)c(C)cc1Br
  9 | 165 | -9 | 165 | . | . | . | 6% | -122%
COCCn1c(C)cc(C2=NNC(=Nc3ccc(F)cc3)SC2)c1C
  1 | 167 | -1 | 167 | -18 | 88 | 106 | -16% | -16%
CCOC(=O)C1=C(C)NC(=O)C(C(N)=O)C12CCCCC2 (configuration not stated)
  5 | 97 | -5 | 97 | 8 | 96 | 88 | -10% | 23%
CCOC(=O)c1cc2ccc3ccccc3c2s1
  11 | 116 | -11 | 116 | -13 | 76 | 88 | . | .
CCOC(=O)c1sc2nc(SCC#N)n(CCCN3CCCC3=O)c(=O)c2c1C
  -6 | 133 | 6 | 133 | -10 | 66 | 77 | 2% | -36%
O=C(O)C1CCCCC1C(=O)Nc1cnn(Cc2ccccc2)c1 (configuration not stated)
  17 | 166 | -17 | 166 | 13 | 98 | 85 | -1% | 1%
O=C(NCc1cn2ccsc2n1)Nc1cccc(Cl)c1
  . | . | . | . | 20 | 105 | 85 | -4% | 0%
O=C(COC(=O)C1(c2ccccc2)CC1)N1CCN(c2ccc(F)cc2)CC1
  -2 | 78 | 2 | 78 | -12 | 78 | 91 | -10% | -11%

Record cards, from the list above. Screens in order: IL1B NFkB pot, IL1B NFkB pot cell count 2 µM, IL1B NFkB inh, IL1B NFkB inh cell count 2 µM, MRP reversal, MRP reversal cytotoxicity, MRP reversal with doxorubicin, Bcl-B displacement, PLAP inhibition
CCCCc1ccc(-c2ccc(Br)cc2)nc1 is listed as 14, 101, -14, 101, -6, 82, 88, ., .
O=C(COC(=O)C1(c2ccccc2)CC1)N1CCN(c2ccc(F)cc2)CC1 is listed as -2, 78, 2, 78, -12, 78, 91, -10%, -11%
O=C(O)C1CCCCC1C(=O)Nc1cnn(Cc2ccccc2)c1 (configuration not stated) is listed as 17, 166, -17, 166, 13, 98, 85, -1%, 1%
O=C(NCc1cn2ccsc2n1)Nc1cccc(Cl)c1 is listed as ., ., ., ., 20, 105, 85, -4%, 0%
